# Mtb RmlCD inh – inhibitors of Mycobacterium tuberculosis RmlC and RmlD coupled enzymes; AID 1533; P9WH09+P9WH11; inhibition, % at 3.6 µM; RmlC+RmlD coupled enzyme assay, percent inhibition; primary screen in compound mixtures; actives 0.03% (n = 160,000); in the data active = inhibition mostly above about 34%, no sharp cut-off; note: some results filed as inactive read as strong as hits
# Target sequence (P9WH09 whole entry, looked up): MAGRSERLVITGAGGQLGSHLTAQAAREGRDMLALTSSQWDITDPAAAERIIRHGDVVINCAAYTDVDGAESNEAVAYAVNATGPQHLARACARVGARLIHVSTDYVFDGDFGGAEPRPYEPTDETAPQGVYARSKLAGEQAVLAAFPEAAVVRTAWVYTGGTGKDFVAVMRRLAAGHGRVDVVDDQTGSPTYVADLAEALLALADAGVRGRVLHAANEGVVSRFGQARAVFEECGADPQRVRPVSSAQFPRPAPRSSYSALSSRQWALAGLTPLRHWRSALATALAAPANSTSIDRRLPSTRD
# Target sequence (P9WH11 whole entry, looked up): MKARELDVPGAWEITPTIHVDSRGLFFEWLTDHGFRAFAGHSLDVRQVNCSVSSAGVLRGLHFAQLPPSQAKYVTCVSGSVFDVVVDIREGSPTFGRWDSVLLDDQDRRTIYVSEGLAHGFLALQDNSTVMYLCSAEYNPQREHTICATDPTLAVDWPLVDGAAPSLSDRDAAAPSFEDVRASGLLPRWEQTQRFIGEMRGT
# M. tuberculosis GlmU – inhibition of mycobacterial GlmU enzyme – biochemical, glucosamine-1-phosphate acetyltransferase (AID 1376); actives 0.25% (n = 220,000); inhibition, %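 (tested at 30 µM in the primary screen)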; hits with a dose series show IC50 in µM; M. tuberculosis GlmU acetyltransferase enzyme assay; higher % means a stronger effect; in the data active = inhibition above about 13%;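 note: 0% = complete reaction with vehicle and 100% = reaction without substrate; strong numbers were not always called active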
# * hit, by the source's call; . = not tested or not shown. Not all compounds are listed. The share of hits here may be higher or lower than overall.
# Sample of the layout, 7 compounds:
SMILES,Mtb RmlCD inh,M. tuberculosis GlmU
Nc1ccc2nc(CCCCCCCCc3nc4ccc(N)cc4[nH]3)[nH]c2c1,-4,-3.6%
Cc1ccc2c(COC(=O)c3n[nH]c4ccccc34)cc(=O)oc2c1,-10,3.2%
O=C(Cn1ncc2ccsc2c1=O)N1CCC2(CC1)OCCO2,39,-2.5%
COC(Cc1nnc(SC)n1-c1ccccc1)OC,-5,.
O=C(CSc1ncc(-c2ccc(F)cc2)[nH]1)N1CCCCC1,8,2.8%
Cc1cc(C)cc(NC(=O)CSc2nc3c(c(=O)[nH]2)CN(Cc2ccc(F)cc2)CC3)c1,9,-2.9%
Nc1nc(SCc2ccc(Cl)cc2Cl)nc2nc3c(cc12)CCCC3,-11,-0.9%

# All compounds of this part, previewed entries included:
SMILES,Mtb RmlCD inh,M. tuberculosis GlmU
Nc1ccc2nc(CCCCCCCCc3nc4ccc(N)cc4[nH]3)[nH]c2c1,-4,-3.6%
Cc1ccc2c(COC(=O)c3n[nH]c4ccccc34)cc(=O)oc2c1,-10,3.2%
O=C(Cn1ncc2ccsc2c1=O)N1CCC2(CC1)OCCO2,39,-2.5%
COC(Cc1nnc(SC)n1-c1ccccc1)OC,-5,.
O=C(CSc1ncc(-c2ccc(F)cc2)[nH]1)N1CCCCC1,8,2.8%
Cc1cc(C)cc(NC(=O)CSc2nc3c(c(=O)[nH]2)CN(Cc2ccc(F)cc2)CC3)c1,9,-2.9%
Nc1nc(SCc2ccc(Cl)cc2Cl)nc2nc3c(cc12)CCCC3,-11,-0.9%
CC(C)Cn1c(-c2cccs2)nc2nc3ccccc3nc21,18,2.2%
O=C1C=C(NCc2ccc(Cl)c(Cl)c2)C2(CCCCC2)O1,12,5.4%
Nn1c(SCC(=O)Nc2ccc(F)cc2)nnc1-c1ccccn1,.,-1.2%
C=C(C)C1Cc2nc(N)nc(C)c2C1 (stereo not drawn),6,-3.3%
CC1(C)CN(c2ccc(Br)cc2Br)C1=O,11,-2.8%

# Reprinted at random: 5 entries already listed, in no set order.
SMILES,Mtb RmlCD inh,M. tuberculosis GlmU
O=C1C=C(NCc2ccc(Cl)c(Cl)c2)C2(CCCCC2)O1,12,5.4%
Cc1ccc2c(COC(=O)c3n[nH]c4ccccc34)cc(=O)oc2c1,-10,3.2%
CC1(C)CN(c2ccc(Br)cc2Br)C1=O,11,-2.8%
Cc1cc(C)cc(NC(=O)CSc2nc3c(c(=O)[nH]2)CN(Cc2ccc(F)cc2)CC3)c1,9,-2.9%
O=C(Cn1ncc2ccsc2c1=O)N1CCC2(CC1)OCCO2,39,-2.5%

# Continued:
SMILES,Mtb RmlCD inh,M. tuberculosis GlmU
Cc1cc(C)n(-c2ncnc3c2oc2ccccc23)n1,.,-3.4%
O=C(N/N=C/c1ccc(OCCCF)cc1)c1cc(OCC(F)(F)F)ccc1OCC(F)(F)F,92,-3.8%
CC(C)C(=O)NC(=S)Nc1ccc(S(=O)(=O)Nc2ccccc2)cc1,34,-3.6%
COc1ccc(OC)c(/C=N/NC(=O)c2cc3c(OC)cccc3[nH]2)c1,-5,-4.2%
COCCNC(=O)c1cc(Br)ccc1Cl,-10,-1.9%
O=C(Cc1c(F)c(F)c(F)c(F)c1F)OC12CC3CC(C1)C(=O)C(C3)C2,-6,3.9%
CC(=O)Nc1ccc(N(C(=O)Cn2nnc3ccccc32)C(C(=O)NC2CCCC2)c2ccc(O)c(O)c2)cc1 (stereo not drawn),105,-0.1%
COc1ccc(-c2nnc(SCC(=O)Nc3sc4c(c3C#N)CCCC4)n2-c2ccccc2)cc1,.,-1.0%
Cc1ccccc1-n1c(-c2ccc(=O)[nH]n2)n[nH]c1=S,17,-4.5%
N#CCCN(CCC#N)S(=O)(=O)c1ccc(C(=O)Nc2nc(-c3ccccc3)c(C(=O)c3ccccc3)s2)cc1,.,-1.9%
O=C1C2CCCN2C(c2cccc(Cl)c2)N1c1ccccn1 (stereo not drawn),14,-3.3%
O=C(Cc1ccc(Br)cc1)Nc1nc2ccccc2[nH]1,-12,-5.1%
O/N=C/c1cc(Br)ccc1OCc1ccccc1F,.,-0.1%
Cc1ccc(N(CC(=O)N/N=C/c2cc(C)n(-c3ccccc3)c2C)S(C)(=O)=O)c(C)c1,10,1.6%
CCN1CCN(c2ncc(C(=O)Nc3c(F)cc(F)cc3Br)c3ccccc23)CC1,11,-7.7%
CCN(C(=O)CSc1nnnn1-c1ccccc1)C1CCS(=O)(=O)C1 (stereo not drawn),-7,8.1%
CCN(CCCNC(=O)COc1cc(=O)n(C)c2ccccc12)c1ccccc1,8,1.9%
N#C/C(=N/Nc1ccc(OC(F)(F)F)cc1)C(N)=S,7,8.1%
COc1cccc(/C=N/NC(=O)CNC(=O)C2COc3ccccc3O2)c1O (stereo not drawn),95,5.1%
CC(=O)Nc1cccc(NS(=O)(=O)c2ccccc2[N+](=O)[O-])c1,-4,-3.1%
CCOC(=O)c1ccccc1OCc1cc(/C=N/n2cnnc2)ccc1OC,.,-6.0%
COc1ccc(C(=O)NNC(=O)CN2CCC(n3nnc4cc(F)ccc43)CC2)cc1,-2,-4.1%
CCCn1c(C(O)c2ccc(OC)cc2)nc2ccccc21 (stereo not drawn),.,-0.1%
O=C(NCc1ccccn1)Nc1ccccc1,-15,5.2%
Cc1cccc(NC(=O)COC(=O)CNC(=O)C2CCCCC2)c1,.,5.9%
O=C(CSCC(=O)NC1CC1)Nc1ccc2ccccc2c1,.,2.0%
COc1ccc(CCc2nnc(CCC(=O)NCc3cc(C(C)C)no3)o2)cc1,9,-7.9%
O=C(NC(=S)Nc1ccccc1N1CCCCC1)c1ccc(-c2cccc([N+](=O)[O-])c2)o1,.,0.7%
COc1ccc(OC)c(Nc2nnc(C)c(=O)[nH]2)c1,-8,-0.6%
CCOC(=O)c1cc2sccc2n1CC(=O)OC(C)C,-6,0.7%
CCCCCC(=O)NC(=S)NNC(=O)CC,.,2.4%
O=C(CCS(=O)(=O)c1ccc(Br)cc1)Nc1ccc(Cl)cc1F,-9,1.6%
O=C1NC(=S)N(c2ccc(Cl)cc2)C(=O)/C1=C/N1CCN(C(=O)c2ccco2)CC1,11,4.8%
CCC1(CC)NC(=O)N(CC(=O)Nc2sc3c(c2C(N)=O)CCC3)C1=O,20,1.3%
COCCn1c(CN(C)Cc2ccccc2)nc2c1c(=O)n(C)c(=O)n2C,-10,3.2%
CC(C)(C)SCCNC(=O)CN(c1ccc(F)cc1)S(=O)(=O)c1ccccc1,4,-4.6%
Nc1c2c3c(sc2nc(=O)n1N)CCCC3,7,7.8%
CN(CCCN1c2ccccc2CCc2ccccc21)CC(=O)c1ccc(Cl)cc1,.,-2.0%
O=C1c2nc3cc(-c4ccco4)[nH]n3c(=O)c2CN1Cc1ccccc1,-13,19%
CN(C)S(=O)(=O)N1CCN(CC(=O)Nc2cc(Cl)ccc2Cl)CC1,4,-9.4%
CCOC(=O)c1c(-c2cccs2)csc1N,12,-7.3%
CNC(=S)N(Cc1ccco1)Cc1cc2cc(OC)c(OC)cc2[nH]c1=O,7,-3.6%
CN(C)CC1Oc2ccccc2OC1(O)c1ccccc1 (stereo not drawn),-14,1.8%
CC(C)(C)NC(=O)C(OC(=O)c1cccs1)c1ccc(C#N)cc1 (stereo not drawn),-12,-6.6%
CCOC(=O)c1cnn(-c2nc(SC)nc3sc4c(c23)CCC4)c1N,3,-3.3%
Cn1ncc2c(Nc3ccccc3Br)ncnc21,-8,6.2%
CN(c1ncc(C(F)(F)F)cc1Cl)n1cc(C(=O)O)c2ccccc2c1=O,1,5.9%
COC(=O)c1c(-c2cc(C)ccc2C)csc1NC(=O)C1CC=CCC1C(=O)O (stereo not drawn),-11,11%
O=C(CCC1COc2ccccc2O1)NCc1ccccc1 (stereo not drawn),4,-2.5%
CCOCCn1c(=NC(=O)/C=C/c2ccccc2Cl)sc2cc(NC(C)=O)ccc21,3,-0.4%
COc1ccc(CC(=O)Nc2cccc(-c3nnc(-c4cccc(C)c4)o3)c2)cc1OC,9,4.3%
CC1=CN2C(=NC(=O)CC2(C)C(=O)N(CC(=O)NC2CCCC2)c2ccccc2C)C=C1 (stereo not drawn),.,0.6%
Cc1cc(Cl)ccc1OCC(=O)Nn1c(C)ccc1C,10,-9.7%
C(#CCN1CCOCC1)COCc1ccccc1,.,2.2%
Cc1cccc(-n2c(C)cc(/C=N/n3cnnc3)c2C)c1,-11,-3.2%
CC(C)C(NC(=O)c1cccc(S(=O)(=O)N2CCOCC2)c1)C(=O)NCCc1ccccn1 (stereo not drawn),.,-6.5%
CCc1nnc(SCC(=O)Nc2ccc(C(C)=O)cc2)nc1CC,.,0.1%
Cc1ccc(Cn2c(Sc3nccc(C)n3)nc3c2c(=O)[nH]c(=O)n3C)cc1,.,-1.6%
Cc1c(C(=O)NC2=NCCS2)oc2ccccc12,14,1.9%
COc1ccccc1CNC(=O)C1CCN(S(=O)(=O)c2c(C)noc2C)CC1,0,1.9%

# Continued.
SMILES,Mtb RmlCD inh,M. tuberculosis GlmU
Cc1cc(Br)c(OCc2ccc(C(=O)N/N=C3\CC4CC=CC34)cc2)c(Br)c1 (stereo not drawn),.,1.7%
COc1cc(/C=C/C(=O)NNc2c(F)c(F)cc(F)c2F)ccc1OC(F)F,.,-2.9%
CCOCCCNC(=O)C(c1ccc(Cl)cc1)N(Cc1ccc2c(c1)OCO2)C(=O)CNC(C)=O (stereo not drawn),-4,-0.8%
Cc1c(C(=O)N2CCCCC2)sc(NC(=O)c2ccco2)c1C#N,.,-0.9%
Cc1nn(C)c(C)c1NC(=O)CSc1nc(-c2ccccc2Cl)nc2c1cnn2-c1ccccc1,8,-5.3%
Cc1ccc(C(=O)n2nnc3ccccc32)cc1,.,-2.9%
CCN(CC)CCCOC(=O)C(OC)(c1ccccc1)c1ccccc1,.,-4.7%
C=C(C)C(=O)OC1(C(F)(F)F)Oc2cc(C)ccc2NC1=O (stereo not drawn),.,-5.4%
C=CCNC(=O)c1sc(SC)cc1-c1ccc(Cl)cc1,8,2.6%
Cc1ccc(OCC(=O)Nc2cccc(S(=O)(=O)N3CCCCCC3)c2)c([N+](=O)[O-])n1,14,-6.0%
CCCCCCCCCC(=O)N[C@H](CN1CCOCC1)[C@H](O)c1ccccc1,.,-0.1%
O=[N+]([O-])c1ccc(O)c(C=Nc2ccc3c(c2)OCCO3)c1,-12,-4.1%
CCOc1ccc(C(=O)N2CCSC2=S)cc1,.,4.3%
Cc1cc(N/C=C/C(=O)c2cccc3ccccc23)no1,.,1.0%
Cc1ccc(S(=O)(=O)N2CCCCC2C(=O)Nc2nncs2)cc1 (stereo not drawn),.,-1.0%
CCN(CC)CC(O)Cn1c(-c2ccccc2Cl)nc2ccccc21 (stereo not drawn),8,-2.5%
CCc1ccc(N/C(N)=N/c2nc(CSc3ccccn3)cc(=O)[nH]2)cc1,14,9.4%
Nc1ccccc1-c1nc2ccccc2[nH]1,-4,-1.8%
Cc1cc2nccc(-c3ccc(Cl)c([N+](=O)[O-])c3)n2n1,-13,6.2%
CCNC(=S)NCCN1CCCCC1,2,3.0%
CCOc1cc(C(=S)N2CCOCC2)ccc1OS(=O)(=O)c1ccccc1,-7,-0.5%
O=C(CNC(=O)c1ccco1)NCC(=O)OC(C(=O)c1ccccc1)c1ccc(Cl)cc1 (stereo not drawn),.,-0.3%
Cc1cc(C)nc(SCCC(=O)N(C)C)n1,-24,-2.4%
CNC(=O)NC(=S)NC(=O)c1cccc(Cl)c1,5,-0.2%
O=C(COC(=O)C1CCN(S(=O)(=O)c2ccccc2C(F)(F)F)CC1)NCc1ccc(F)cc1,-6,-3.8%
CCOC(=O)/C=C(\C)Sc1cc(=O)oc2ccccc12,20,3.3%
O=C(O)C1C2C=CC(C2)C1C(=O)Nc1cccc(F)c1 (stereo not drawn),7,1.5%
NC(=O)COC(=O)c1ccccc1Oc1ccccc1,-9,-3.7%
COc1ccccc1Oc1ccc(Oc2ccccc2OC)cc1,3,5.3%
O=C(CSc1nnc2n1CCCN2C(=S)Nc1ccc(Cl)cc1)c1ccccc1,.,3.4%
Cc1c(NC(=O)c2ccc(-c3ccc([N+](=O)[O-])cc3Cl)o2)c(=O)n(-c2ccccc2)n1C,9,3.3%
Nc1cc(C(=O)N2CCCC2)cc(C(=O)N2CCCC2)c1,-11,0.2%
COc1ccc(/C=C2\CCCC3C2=NN(C(=O)CSc2ncn[nH]2)C3c2ccc(OC)cc2)cc1 (stereo not drawn),-8,1.0%
COC(=O)c1cn(NC(=O)c2ccc3c(c2)OCO3)c(=O)c2ccccc12,-6,-0.4%
O=C(NNC(=S)NCc1ccco1)C(c1ccccc1)c1ccccc1,-12,3.2%
CS(=O)(=O)N1CCC(CO)(Cc2ccccc2C(F)(F)F)CC1,.,-0.6%
O=C(C1=C[C@H](c2csc3ccccc23)C[C@H](OCc2ccc(CO)cc2)O1)N1CCCCCCC1,.,1.2%
CNC(=O)C1CC(=O)N/C(=N/N=C(\C)c2cccs2)S1 (stereo not drawn),.,1.2%
CCC(=O)OC1(Cc2ccc(CC)cc2)CC(C)N(C)CC1C (stereo not drawn),-10,7.2%
CNC(=O)Nc1ccc2snnc2c1,-10,-6.1%
COc1cccc(NC(=S)Nc2cccnc2)c1,5,4.5%
Cc1cccc2cn[nH]c12,-7,0.7%
CCc1ccc(NC2=NC(C(=O)c3ccccc3)CC(=O)N2)cc1 (stereo not drawn),-2,2.1%
O=C(CSc1nc2ccccc2o1)NCc1n[nH]c(=O)c2ccccc12,18,.
COc1ccc2cc(C)c(SCC(=O)Nc3cc(C)on3)nc2c1,42,0.5%
CN1C2C=C3C(C#N)=C(N)C(C#N)(C#N)[C@@H](c4ccsc4)[C@@H]3C1CC2 (stereo partly drawn),-8,-3.0%
COc1cc(OC)cc(C(=O)NCC(=O)OCC(=O)/C=C2/N(C)c3ccccc3C2(C)C)c1,.,-2.8%

# Screening results as filed in PubChem BioAssay.
